Compound activity: PubChem, several laboratories
thrombin 1536: human alpha-thrombin inhibitors, primary screen, counter-screen for coagulation protease inhibitor project, biochemical, 1536-well, fluorogenic AMC substrate; AID 1046, 2008; inhibition, % at 5 µM; 0.26% of 220,000 active; Boc-VPR-AMC fluorogenic substrate cleavage; Prothrombin (Homo sapiens), P00734;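 active means inhibition at or above 40%; inactive means inhibition below 40%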;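 further: 0% = enzyme with no compound and 100% = wells without enzyme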
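System: Human alpha-thrombin protein | Medium: pH 7.5 Tris (50 mM) with NaCl 150 mM, Tween 20 0.05% | Times: Enzyme reaction carried out at room temperature | Detection: AMC fluorescence, 355/460 nm | Evaluation: Percent inhibition scaled between no-compound controls and no-enzyme blanks | Benchmarks: Enzyme without compound as high, wells lacking enzyme as low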
hK5 inh: human KLK5 protease inhibitors, primary screen, biochemical, 1536-well; Kallikrein-5 (Homo sapiens), Q9Y337; recombinant hK5, fluorogenic AMC substrate cleavage; inhibition, % at 5 µM; 0.59% of 210,000 active;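 active means inhibition of 40% or more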;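 further: 0% = enzyme controls without compound and 100% = no-enzyme blanks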
Target sequence (Q9Y337 67-293 limits assumed): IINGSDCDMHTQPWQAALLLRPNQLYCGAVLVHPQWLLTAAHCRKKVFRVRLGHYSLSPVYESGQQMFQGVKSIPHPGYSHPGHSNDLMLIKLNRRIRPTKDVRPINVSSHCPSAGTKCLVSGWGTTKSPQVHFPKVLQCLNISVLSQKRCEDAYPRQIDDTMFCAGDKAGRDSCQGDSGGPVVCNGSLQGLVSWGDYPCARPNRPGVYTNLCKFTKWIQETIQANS
FXIa inh: human FXIa protease inhibitors, primary screen, biochemical, 1536-well; Coagulation factor XI (Homo sapiens), P03951; purified FXIa, Boc-Glu-Ala-Arg-AMC fluorogenic substrate; inhibition, % at 5 µM; 0.14% of 220,000 active;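 active means inhibition of at least 40%; inactive means inhibition below 40%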;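 further: fluorescence of freed AMC excited at 355 nm; 0% = enzyme without compound and 100% = no enzyme blank; many of its hits are not listed in these tables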
Furin inh: human furin inhibitors, primary screen, biochemical, fluorescence intensity. purified furin, fluorogenic substrate cleavage. inhibition, % at 30 µM. 0.061% of 220,000 active; in the data active means inhibition above about 25%; further: inactives centre near -15
PERK inh: block of dimerizer-induced PERK translation repression, primary screen, PERK inhibitor project, CHO PERK-DD cells, SEAP luminescence, HTS. 0.17% of 220,000 active. CHO PERK-DD fusion, SEAP luminescence translation reporter. Eukaryotic translation initiation factor 2-alpha kinase 3 (Homo sapiens), Q9NZJ5. inhibition, % at 5.6 µM;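 active means inhibition above the mean inhibition of all tested compounds plus 3 SD, set separately per screening campaign, cut at about 2.9% in these data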;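 further: PERK kinase domain activated by AP20187 dimerizer at 100 nM; 0% = DMSO with dimerizer and 100% = rapamycin at 8.4 µM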
p97 inhibitor: inhibitors of human p97 ATPase, primary screen, biochemical | Transitional endoplasmic reticulum ATPase (Homo sapiens), P55072 | recombinant p97 ATPase, Kinase-Glo ATP luminescence, 3 h | inhibition, % at 8 µM | 0.42% of 220,000 active | AID 1481, 2009; in the data active means inhibition above about 15%;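 further: 0% = DMSO vehicle and 100% = wells lacking enzyme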
KCC2 mod: KCC2 cotransporter modulators, thallium flux, primary screen, cell-based, HEK293 KCC2, FluoZin-2 fluorescence, MLSMR; Solute carrier family 12 member 5 (Homo sapiens), Q9H2X9; B-score of Tl+ flux slope (higher = more flux/activation; lower = inhibition) at 10 µM; KCC2 cells, thallium flux FluoZin-2 fluorescence; 2.2% of 190,000 active; AID 1456, 2008;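 active means thallium flux slope and its plate-corrected score both differing from the plate sample mean at a set confidence after two filtering rounds, in either direction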;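 further: slope of fluorescence scaled to starting intensity during 10 to 20 s after thallium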
FXIIa inh 1536: human FXIIa protease inhibitors, primary screen, biochemical, 1536-well. Coagulation factor XII (Homo sapiens), P00748. purified FXIIa, Boc-QGR-AMC fluorogenic substrate, 2 h. inhibition, % at 5 µM. 0.3% of 220,000 active. AID 800, 2007; in the data active means inhibition above about 40%;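 further: 0% = enzyme with no compound and 100% = blank without enzyme; many of its hits are not listed in these tables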
Wee1 stabilizer: Wee1 degradation inhibitors, primary screen, cell-based, HeLa, Wee1K328M-luciferase, luminescence; 1.2% of 220,000 active; HeLa Luc-Wee1K328M stability; 100% = proteasome inhibitor MG132 effect; reporter increase, % at 5 µM;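 active means activation above the mean of all tested compounds plus 3 SD, set per screening run, cut at about 8.8% in these data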;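 further: cells exposed to compound for 20 h before luminescence read; 0% = DMSO alone and 100% = MG132 at 30 µM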
Target sequence (P30291 whole entry K328M): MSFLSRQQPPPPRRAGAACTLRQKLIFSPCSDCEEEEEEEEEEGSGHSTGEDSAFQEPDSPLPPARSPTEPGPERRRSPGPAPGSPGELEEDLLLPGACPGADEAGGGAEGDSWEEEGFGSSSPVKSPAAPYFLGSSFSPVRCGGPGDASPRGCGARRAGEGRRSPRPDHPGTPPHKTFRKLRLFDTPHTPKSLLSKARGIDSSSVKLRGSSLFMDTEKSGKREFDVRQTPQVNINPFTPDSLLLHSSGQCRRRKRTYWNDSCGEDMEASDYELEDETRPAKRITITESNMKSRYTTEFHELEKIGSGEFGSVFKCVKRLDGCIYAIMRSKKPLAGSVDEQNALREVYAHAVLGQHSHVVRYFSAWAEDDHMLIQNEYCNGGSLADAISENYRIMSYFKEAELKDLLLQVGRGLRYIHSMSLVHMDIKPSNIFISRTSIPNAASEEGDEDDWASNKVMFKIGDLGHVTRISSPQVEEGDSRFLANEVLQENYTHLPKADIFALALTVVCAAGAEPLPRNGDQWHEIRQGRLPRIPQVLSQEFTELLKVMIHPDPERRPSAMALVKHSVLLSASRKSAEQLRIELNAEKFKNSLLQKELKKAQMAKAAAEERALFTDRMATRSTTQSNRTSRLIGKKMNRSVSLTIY
An asterisk follows results filed as active; [ ] = remark or other dose. Hits appear at their usual frequency. Share with any hit: about 4.4%.

CC1Cc2nc(SCC(=O)Nc3nccs3)n(Cc3ccccc3)c(=O)c2S1 (stereo not drawn) was read as thrombin 1536 -1, hK5 inh 0, FXIa inh -3, Furin inh -20, PERK inh -0.3, p97 inhibitor 4, KCC2 mod 0.22, FXIIa inh 1536 7 and Wee1 stabilizer 0.
For CCCC(=O)Nc1ccc(C(=O)NCC(=O)OCC)cc1 the results were thrombin 1536 -1, hK5 inh -3, FXIa inh -1, Furin inh -22[20 µM], PERK inh 1.0, p97 inhibitor 4, KCC2 mod 0.39, FXIIa inh 1536 13 and Wee1 stabilizer -2.
Screening CCOc1cc(NC(=S)Nc2ccccc2OC)c(OCC)cc1NC(=O)c1ccccc1C returned thrombin 1536 1, hK5 inh -5, FXIa inh 4, Furin inh -14[20 µM], PERK inh -1.0, p97 inhibitor -1, FXIIa inh 1536 8 and Wee1 stabilizer 0.
Screening Cc1ccc(S(=O)(=O)c2c(C(=O)c3ccccc3)cnc3cc4c(cc23)OCCO4)cc1 returned thrombin 1536 -6, hK5 inh -3, FXIa inh 9, Furin inh -17, PERK inh 0.0, p97 inhibitor 6, KCC2 mod -0.013, FXIIa inh 1536 8 and Wee1 stabilizer 2.
Cc1ccccc1-n1nc2c(c1NC(=O)c1ccc(Br)o1)CSC2 was read as thrombin 1536 3, hK5 inh -9, FXIa inh 5, Furin inh -15, PERK inh -0.6, p97 inhibitor 3, FXIIa inh 1536 16 and Wee1 stabilizer -2.
O=C(COC(=O)c1ccc(NS(=O)(=O)c2cccs2)cc1O)Nc1ccc(F)cc1 was read as thrombin 1536 3, hK5 inh 4, FXIa inh 5, Furin inh -9, PERK inh -0.3, p97 inhibitor 4, KCC2 mod 0.5, FXIIa inh 1536 12 and Wee1 stabilizer -1.
Screening O=C(COC(=O)c1ccc[nH]c1=O)NCCc1ccc(F)cc1 returned hK5 inh -5, FXIa inh -2, Furin inh -6, PERK inh 0.6, p97 inhibitor 3, KCC2 mod -0.59, FXIIa inh 1536 -2 and Wee1 stabilizer -1.
For O=S(=O)(c1ccccc1)n1ccc2cccnc21 the results were thrombin 1536 -5, hK5 inh -6, FXIa inh -7, Furin inh -13[20 µM], PERK inh 1.1, p97 inhibitor 7, KCC2 mod 0.53, FXIIa inh 1536 -3 and Wee1 stabilizer -3.
`O=C(CCc1ccc(O)cc1)c1c(O)cc(O)cc1O` gave thrombin 1536 4, hK5 inh 2, FXIa inh 2, Furin inh -3, KCC2 mod -1.4 and FXIIa inh 1536 13.
`CC(C)(C)C1CCc2c(sc(NC(=O)C3CC=CCC3C(=O)O)c2C#N)C1` (stereo not drawn) gave thrombin 1536 -10, hK5 inh -22, FXIa inh 4, Furin inh -20, PERK inh 0.6, p97 inhibitor -6, KCC2 mod 0.8, FXIIa inh 1536 7 and Wee1 stabilizer 1.
O=C(Nc1ccccc1)OCc1cc(-c2ccccc2Cl)on1 was read as thrombin 1536 -3, hK5 inh -7, FXIa inh -2, Furin inh -25[20 µM], PERK inh 1.0, p97 inhibitor -4, KCC2 mod 0.29, FXIIa inh 1536 8 and Wee1 stabilizer -2.
For Cc1cc(Cl)ccc1OCC(=O)Nc1ccccc1N1CCOCC1 the results were thrombin 1536 -3, hK5 inh -20, FXIa inh 13, Furin inh -3[20 µM], PERK inh -0.5, p97 inhibitor -4, KCC2 mod -0.65, FXIIa inh 1536 19 and Wee1 stabilizer 0.
For COc1ccccc1C(=O)NCc1n[nH]c(=S)n1Cc1ccccc1 the results were thrombin 1536 -1, hK5 inh -5, FXIa inh -9, Furin inh -17, PERK inh -0.2, p97 inhibitor 6, KCC2 mod -0.73, FXIIa inh 1536 4 and Wee1 stabilizer 0.
For CCCCNC(=O)COC(=O)CCC(=O)c1cccs1 the results were thrombin 1536 -2, hK5 inh -8, FXIa inh 9, Furin inh -11, PERK inh 0.9, p97 inhibitor 1, KCC2 mod 0.028, FXIIa inh 1536 -1 and Wee1 stabilizer 0.
For CC1=C(C(=O)Nc2ccccc2)C(c2ccco2)C(C#N)=C(SCC(=O)Nc2cccc(C)c2C)N1 (stereo not drawn) the results were thrombin 1536 -8, hK5 inh 6, FXIa inh -11, Furin inh -5[20 µM], PERK inh 0.7, p97 inhibitor 2, KCC2 mod -0.15, FXIIa inh 1536 -2 and Wee1 stabilizer -3.

By substructure: those above with a cyano group
`CC(C)(C)C1CCc2c(sc(NC(=O)C3CC=CCC3C(=O)O)c2C#N)C1` (stereo not drawn) gave thrombin 1536 -10, hK5 inh -22, FXIa inh 4, Furin inh -20, PERK inh 0.6, p97 inhibitor -6, KCC2 mod 0.8, FXIIa inh 1536 7 and Wee1 stabilizer 1.
For CC1=C(C(=O)Nc2ccccc2)C(c2ccco2)C(C#N)=C(SCC(=O)Nc2cccc(C)c2C)N1 (stereo not drawn) the results were thrombin 1536 -8, hK5 inh 6, FXIa inh -11, Furin inh -5[20 µM], PERK inh 0.7, p97 inhibitor 2, KCC2 mod -0.15, FXIIa inh 1536 -2 and Wee1 stabilizer -3.

New compounds follow:
O=C1NC(=O)C2(COC3(CCCC3)OC2)S1 was read as thrombin 1536 -2, hK5 inh -14, FXIa inh -2, Furin inh -24, PERK inh 0.2, p97 inhibitor 2, KCC2 mod 0.11, FXIIa inh 1536 11 and Wee1 stabilizer -3.
Screening COc1ccc2cc3cc(C(=O)NCc4cccnc4)oc3nc2c1 returned thrombin 1536 -44, hK5 inh -13, FXIa inh -9, Furin inh -56, PERK inh -0.5, p97 inhibitor -7, KCC2 mod 0.087, FXIIa inh 1536 -29 and Wee1 stabilizer 8.
Cc1cc(C)cc(N(CC(=O)NC2CCCC2)S(=O)(=O)c2c(C)[nH]c(=O)[nH]c2=O)c1 was read as thrombin 1536 -4, hK5 inh -3, FXIa inh -5, Furin inh -17, PERK inh 0.2, p97 inhibitor -6, KCC2 mod -0.78, FXIIa inh 1536 4 and Wee1 stabilizer 2.
For c1ccc(CCc2ccccc2-c2nc(-c3cccnc3)no2)cc1 the results were thrombin 1536 0, hK5 inh 0, FXIa inh 2, Furin inh 0[20 µM], PERK inh -1.1, p97 inhibitor -3, KCC2 mod 0.67, FXIIa inh 1536 14 and Wee1 stabilizer -3.
For Cc1c(C(=O)NCc2cccs2)oc2ccccc12 the results were thrombin 1536 -3, hK5 inh -20, FXIa inh 4, Furin inh -13[20 µM], PERK inh -1.4, p97 inhibitor -2, KCC2 mod 0.24, FXIIa inh 1536 8 and Wee1 stabilizer -1.
CCOC(=O)c1sc(NC(C)=O)c(C(=O)OCC)c1C was read as thrombin 1536 2, hK5 inh -5, FXIa inh -3, Furin inh -18, PERK inh -0.4, p97 inhibitor -1, KCC2 mod 0.13, FXIIa inh 1536 11 and Wee1 stabilizer 2.
`CSc1ccccc1NC(=O)c1ccc([N+](=O)[O-])cc1` gave thrombin 1536 1, hK5 inh 3, FXIa inh -2, Furin inh -32, PERK inh 0.8, p97 inhibitor 0, KCC2 mod -0.0059 and Wee1 stabilizer -1.
Cc1nn(-c2ccccn2)c2c1C(=O)CC(C)(C)C2Br (stereo not drawn) was read as thrombin 1536 -12, hK5 inh -5, FXIa inh -3, Furin inh -16, PERK inh 0.2, p97 inhibitor 6, FXIIa inh 1536 0 and Wee1 stabilizer 0.
`COc1cc(CNCCc2ccccc2)ccc1OCc1ccc(Cl)nc1` gave thrombin 1536 -5, hK5 inh -9, FXIa inh -4, Furin inh -4[20 µM], PERK inh -2.4, p97 inhibitor -4, KCC2 mod 0.33, FXIIa inh 1536 -10 and Wee1 stabilizer 2.
Screening CCOC(=O)c1c(N=CN(C)C)c(C#N)n2c1CCC2 returned thrombin 1536 -5, hK5 inh 5, FXIa inh -9, Furin inh -23, PERK inh 0.8, p97 inhibitor 6, FXIIa inh 1536 -7 and Wee1 stabilizer 0.
Cc1nnc(SCC(=O)N2c3ccccc3Sc3ccccc32)n1N was read as thrombin 1536 -2, hK5 inh 2, FXIa inh -7, Furin inh -17[20 µM], PERK inh 0.2, p97 inhibitor 5, FXIIa inh 1536 4 and Wee1 stabilizer 0.
For O=C(c1ccco1)N1C(=O)c2cccc3c(S(=O)(=O)N4CCCC4)ccc1c23 the results were thrombin 1536 6, hK5 inh 7, FXIa inh 3, Furin inh -12[20 µM], PERK inh 0.4, p97 inhibitor -2, KCC2 mod 0.94, FXIIa inh 1536 8 and Wee1 stabilizer 3.
For CCOC(=O)CC1C(=O)NCCN1C1CCCC1 (stereo not drawn) the results were thrombin 1536 -6, hK5 inh 0, FXIa inh -6, Furin inh -7, PERK inh 0.4, p97 inhibitor -3, FXIIa inh 1536 7 and Wee1 stabilizer 1.
`CCOC(=O)c1[nH]c2ccc(OC)cc2c1NC(=O)CN1CCN(c2ccccn2)CC1` gave thrombin 1536 -3, hK5 inh -61, FXIa inh -9, Furin inh -24, PERK inh -1.0, p97 inhibitor 1, KCC2 mod -0.79, FXIIa inh 1536 -10 and Wee1 stabilizer -3.
For Cc1ccccc1N1CCN(CCN2C(=O)CC(=C3c4ccccc4-c4ccccc43)C2=O)CC1 the results were Furin inh 0[20 µM], PERK inh 0.4, p97 inhibitor 3, KCC2 mod -0.13 and Wee1 stabilizer 2.
O=C(CN1C(=O)NC(c2ccccc2)(c2ccccc2)C1=O)Nc1ccc2[nH]c(=O)[nH]c2c1 was read as thrombin 1536 0, hK5 inh 4, FXIa inh 5, Furin inh -14, PERK inh 1.6, p97 inhibitor 11, KCC2 mod 1.1, FXIIa inh 1536 10 and Wee1 stabilizer 6.
`Nc1nc(SCc2ccc(Cl)cc2Cl)n[nH]1` gave thrombin 1536 1, hK5 inh 5, FXIa inh -2, Furin inh -32[20 µM], PERK inh -0.5, p97 inhibitor 1, FXIIa inh 1536 14 and Wee1 stabilizer 1.
Screening CC(=O)NCCn1c(SCc2ccc(C)cc2)nc2ccccc2c1=O returned thrombin 1536 -3, hK5 inh 3, FXIa inh -2, Furin inh -3, PERK inh 0.2, p97 inhibitor -1, KCC2 mod -0.069, FXIIa inh 1536 12 and Wee1 stabilizer -3.
Screening CN1/C(=C\C=C2\N=C(c3ccc(F)cc3)OC2=O)C(C)(C)c2ccccc21 returned thrombin 1536 3, hK5 inh 9, FXIa inh 8, Furin inh -5[20 µM], PERK inh 1.1, p97 inhibitor -7, FXIIa inh 1536 9 and Wee1 stabilizer -1.
`COc1ccc(C(C(=O)NC2CCCCC2)N(Cc2cccs2)C(=O)Cc2c[nH]c3ccccc23)cc1OC` (stereo not drawn) gave thrombin 1536 -2, hK5 inh -13, FXIa inh 3, Furin inh -18[20 µM], PERK inh -1.1, p97 inhibitor 2, KCC2 mod -0.2, FXIIa inh 1536 8 and Wee1 stabilizer 0.
For COC(=O)C1=C(NC(C)=O)CCS1 the results were thrombin 1536 -6, hK5 inh -8, FXIa inh 33, Furin inh -4, PERK inh -0.1, p97 inhibitor -1, KCC2 mod -0.39, FXIIa inh 1536 12 and Wee1 stabilizer 5.
